# Screens: PubChem BioAssay, several laboratories
# Lung fibro prol: antiproliferative effect on LL 47 fibroblasts – human, LL 47 cells, CellTiter-Glo luminescence, primary screen; LL 47 human lung fibroblast viability, ATP luminescence; active compounds read low; viability, % at 10 µM; 85,000 tested, 1.1% active;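 active = viability at or below 50% in the single dose screen; inactive = viability above 50%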;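 note: compound exposure lasted 72 h before the ATP readout; 100% = median luminescence of untreated cell-only wells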
#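 Material: Human LL 47 lung fibroblast cells | Input: 1,150 cells/well | Buffer or medium: IMEM plus 15% FBS | Compound dosing: 0.1% DMSO in all compound wells | Times: Overnight cell rest, 72 h compound treatment at 37 °C | Signal: CellTiter-Glo luminescence measuring cellular ATP | Measure: % viability versus median cells-only luminescence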
# CD11b adhes enh: enhancers of CD11b/CD18 adhesion to fibrinogen, primary screen, K562 cells, luminescence | ATPlite luminescence | activation, % at 10 µM | 93,000 tested, 0.07% active | AID 1499, 2009;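 active = 10 µM primary screen giving 50% or more activity, confirmed by 40% or more on retest at that dose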; note: strong numbers were not always called active
# ERb SRC1 inh: inhibitors of ERβ-SRC1 coactivator interaction, primary screen, biochemical, TR-FRET, ERβ LBD, SRC-1 peptide. Estrogen receptor beta (Homo sapiens), Q92731. TR-FRET ER-beta LBD / SRC1-Cy5 peptide binding; receptor agonist-loaded with 1 µM estradiol. inhibition, % at 25.6 µM. 86,000 tested, 1.3% active. AID 633, 2007;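 active = compounds whose percent inhibition of the receptor-coactivator binding signal exceeds about 50% in the single-dose screen, limit read from the data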;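 note: 0% = receptor plus peptide wells without compound and 100% = peptide-only wells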
# ERa coact inh: ERα–SRC-1 coactivator interaction inhibitors, primary screen, biochemical, TR-FRET, ERα LBD, estradiol-bound; Estrogen receptor (Homo sapiens), P03372; TR-FRET ER-alpha LBD / SRC-1 peptide; inhibition, % at 25.6 µM; 86,000 tested, 1.7% active; AID 629, 2007; in the data active = inhibition above about 50%;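 note: 0% = receptor plus peptide control and 100% = peptide only without receptor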
# Target sequence (P03372 whole entry, looked up, the tested form may be a part): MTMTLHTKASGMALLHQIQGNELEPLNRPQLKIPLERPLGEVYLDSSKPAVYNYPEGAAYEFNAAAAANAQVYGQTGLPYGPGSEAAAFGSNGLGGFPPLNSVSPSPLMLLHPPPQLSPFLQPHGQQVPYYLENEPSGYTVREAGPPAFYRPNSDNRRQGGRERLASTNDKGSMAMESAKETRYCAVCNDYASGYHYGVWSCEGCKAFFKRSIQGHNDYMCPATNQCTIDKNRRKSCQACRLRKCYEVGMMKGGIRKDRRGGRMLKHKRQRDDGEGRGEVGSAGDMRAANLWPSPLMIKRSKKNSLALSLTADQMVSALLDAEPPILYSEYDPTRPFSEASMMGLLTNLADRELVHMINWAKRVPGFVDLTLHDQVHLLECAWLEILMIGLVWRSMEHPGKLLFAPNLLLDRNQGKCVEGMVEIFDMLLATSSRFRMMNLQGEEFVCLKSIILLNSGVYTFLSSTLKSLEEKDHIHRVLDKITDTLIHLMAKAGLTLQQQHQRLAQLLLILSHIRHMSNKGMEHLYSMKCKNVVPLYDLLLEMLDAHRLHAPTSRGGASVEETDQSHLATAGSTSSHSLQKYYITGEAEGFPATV
# HUVEC inhibit: inhibitors of HUVEC proliferation, primary screen, cell-based, 384-well; 86,000 tested, 1.1% active; AID 648, 2007; viability, % at 10 µM (by protocol); CellTiter-Glo luminescence, 72 h; active compounds read low;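 active = viability at or below 30%; inactive = viability above 30%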;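 note: 100% = median luminescence of DMSO-only cell control wells on each plate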
# MT1-MMP txn act: MT1-MMP promoter reporter activation – cell-based, luciferase luminescence, primary screen; activation factor at 10 µM; 86,000 tested, 0.16% active; AID 750, 2007; HT1080 MT1-MMP promoter luciferase reporter, overnight; active compounds read high;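 active = activation factor of at least 2 for MT1-MMP transcription at 10 µM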
# ERa SRC1 pot: enhancers of ERα–SRC-1 coactivator binding, primary screen, biochemical, TR-FRET, ERα LBD, low estradiol. Estrogen receptor (Homo sapiens), P03372. TR-FRET ERalpha-LBD/SRC-Cy5 coactivator binding, 2 h; 100 = basal binding, no effect. coactivator binding (% of control), % at 25.6 µM. 86,000 tested, 1.3% active. AID 639, 2007; in the data active = activity above about 200%;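 note: binding measured in presence of low estradiol as agonist stimulus; 0% = peptide alone without receptor and 100% = receptor with peptide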
# H69AR growth 86K: proliferation blockers of H69AR lung cancer cells, primary screen, cell-based, human, 86K library. H69AR lung tumor viability, ATP luminescence, 72 h; active compounds read low. viability, % at 10 µM. 85,000 tested, 6% active. AID 598, 2007;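 active = viability at or below 40%; inactive = viability above 40%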;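 note: multidrug resistant small cell line overexpressing MRP-1 efflux transporter; 100% = mean luminescence of untreated control wells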
# Smad3 inh: Smad3/FoxH1 peptide binding inhibitors, primary screen, biochemical, TR-FRET | Mothers against decapentaplegic homolog 3 (Homo sapiens), P84022 | inhibition, % at 25 µM | 88,000 tested, 0.29% active | TR-FRET Smad3/Dy647-FoxH1 peptide binding, europium anti-His;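 active = compounds that reduce the energy-transfer binding signal between the protein and its labelled peptide by more than half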;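 note: 0% = Smad3 plus labelled peptide maximal FRET and 100% = peptide-only background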
# Target sequence (P84022 whole entry, looked up): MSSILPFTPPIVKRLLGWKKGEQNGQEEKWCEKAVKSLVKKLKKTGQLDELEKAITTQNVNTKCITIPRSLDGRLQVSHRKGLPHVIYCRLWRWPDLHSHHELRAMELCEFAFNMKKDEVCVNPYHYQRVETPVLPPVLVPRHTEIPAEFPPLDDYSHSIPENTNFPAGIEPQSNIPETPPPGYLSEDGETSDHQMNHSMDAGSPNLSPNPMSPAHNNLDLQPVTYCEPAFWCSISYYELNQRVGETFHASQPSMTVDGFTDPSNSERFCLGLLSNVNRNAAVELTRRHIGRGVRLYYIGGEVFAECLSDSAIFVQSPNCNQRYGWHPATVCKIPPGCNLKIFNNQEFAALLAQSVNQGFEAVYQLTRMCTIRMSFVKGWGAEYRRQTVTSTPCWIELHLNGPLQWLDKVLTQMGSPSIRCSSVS
# * marks the source's active call; other numbers are inactive results; . = no result given; [ ] = remark or other dose.
item	SMILES	Lung fibro prol	CD11b adhes enh	ERb SRC1 inh	ERa coact inh	HUVEC inhibit	MT1-MMP txn act	ERa SRC1 pot	H69AR growth 86K	Smad3 inh
1	CC(C(N)=O)N1CC(c2ccc(Cl)cc2)CC1=O (stereo not drawn)	94	-3	3	0	85	1.2	131	102	3
2	CSc1ncc(Cl)c(C(=O)O)n1 (tested in a mixture with another compound)	103	1	9[fluorescence artefact?]	9[fluorescence artefact?]	94	1.3	108	101	5
3	Nc1ccccc1N=Cc1c(O)n(CCC2=CCCCC2)c(=O)[nH]c1=O	90	3	30	57*	68	1.1	140	.	1
4	O=C(CCn1c(=O)oc2ccccc21)N1CCC2(CC1)OCCO2	101	0	-8[fluorescence artefact?]	7[fluorescence artefact?]	93	1.3	132	104	-14
5	CCCC1(CCC)C(=O)NC(=NCc2ccccc2)NC1=O	53	0	0	-4	51	1.2	110	29*	4
6	FC(F)(F)/C(=N\P(=S)(N1CCOCC1)N1CCOCC1)N1CCOCC1	104	-3	-2	-7	103	1.1	124	97	-3
7	CC12CN3CC(c4ccccc4)(CN(C1)C31CCCCC1)C2=O	99	0	-2	5	86	1	107	93	6[fluorescence artefact?]
8	O=C(Nc1cccnc1)c1c(O)c2c(n(Cc3ccccc3)c1=O)CCCC2	103	-2	4[fluorescence artefact?]	10[fluorescence artefact?]	94	1.1	89[fluorescence artefact?]	86	-11
9	CC1=CC(=O)C2=C(C)CC(O)C3C(C)C(=O)OC3C12 (stereo not drawn)	107	-4	2[fluorescence artefact?]	9[fluorescence artefact?]	89	1.1	104[fluorescence artefact?]	93	0
10	CCCC(C)n1[nH]c(=O)c2c1NC(=O)CSC2c1ccc(OC)c(OC)c1 (stereo not drawn)	101	0	-16	-7	85	1	100	97	4
11	Cc1cccnc1-n1c(CN2C(=O)c3ccccc3C2=O)nc2ccccc2c1=O	89	-8	-19	-37	100	1.2	113	81	2
12	O=C1C2CCCN2C(c2cccnc2)N1c1cccc(Cl)c1 (stereo not drawn)	104	1	2	-5	102	1.1	110	93	8
13	CN(C)C(=O)Oc1ccc(OC(=O)N(C)C)cc1	98	0	2	1	97	1.1	143	102	4
14	CCCCn1c(O)c(C(CC)=Nc2ccc(OCC)cc2)c(=O)[nH]c1=O	107	-2	3	2	101	1	101	76	-14[fluorescence artefact?]
15	COc1cccc(OC)c1C1=NCC(=O)Nc2c1oc1ccc(Br)cc21	60	-2	-14	-2	46	0.4	108	34*	9
16	CCC(=NCc1cc(OC)cc(OC)c1)c1c(O)n(C)c(=O)n(C)c1=O	89	-2	-11	-10	78	1.2	111	67	-3
17	O=c1[nH]c(=O)n(Cc2ccc(F)cc2)c(O)c1C=NCCCn1ccnc1	96	1	-4	-5	93	1.1	96[fluorescence artefact?]	86	-1
18	CCCCP(=O)(O)c1ccccc1	102	-3	-7	-6	88	1.1	125[fluorescence artefact?]	101	7
19	O=C(C1CC(=O)N(C2CCCCC2)C1)N1CCC2(CC1)OCCO2 (stereo not drawn)	99	4	-8	-8	101	1.2	123	90	-1
20	O=C(Cc1ccccc1)OCn1nnc2ccccc2c1=O	.	.	9	2	108	1	104	81	-2
21	c1ccc2oc(N3CCNCC3)nc2c1	104	-5	-7[fluorescence artefact?]	-1	102	1.2	113	101	-10
22	CC(C)n1cc(C(=O)N(CC(=O)NC2CCCC2)Cc2ccccc2)cn1	98	3	-3	-8	97	1.1	107	82	19
23	CN1CCC(N(C)c2nc(-c3ccccc3)nc3ccccc23)CC1	90	4	1[fluorescence artefact?]	9[fluorescence artefact?]	66	1.2	100	27*	-3
24	O=C(c1cc(-c2cccnc2)nc2ccc(Cl)cc12)N1CCC2(CC1)OCCO2	102	6	-1	0	83	1.1	96	62	-16
25	CCCCN1CCC(O)(c2ccccc2)C(C(=O)c2ccccc2)C1 (stereo not drawn)	76	.	-4	0	78	1.1	101	78	7
26	CC(=O)Nc1cc(C(=O)N2CCC3(CC2)OCCO3)ccc1S(=O)(=O)c1ccc(Cl)cc1	98	-3	-5	2	102	1	106	94	7
27	CC(=O)N1CCC2(CC1)CC(=O)c1cc(OCC(=O)N3CCN(C)CC3)ccc1O2	99	1	-8	-9	102	1.2	109	92	4
28	O=c1c2ccccc2nc(CN2CCCCCC2)n1-c1ccc(F)cc1	100	0	18	33[fluorescence artefact?]	98	1.1	94	75	-7
29	C=CCn1c(O)c(C(CC)=NCCCO)c(=O)[nH]c1=O	102	-4	-8	-6	87	1.1	118	90	-6
30	CCOC(=O)c1c(C)n(Cc2ccccc2)c2ccc(OCC(O)CN3C(=O)CNC3=O)cc12 (stereo not drawn)	102	0	-4	5[fluorescence artefact?]	86	.	89	27*	-1[fluorescence artefact?]

# In another format: four of the compounds above.
# Sequence of screens: Lung fibro prol, CD11b adhes enh, ERb SRC1 inh, ERa coact inh, HUVEC inhibit, MT1-MMP txn act, ERa SRC1 pot, H69AR growth 86K, Smad3 inh
23. CN1CCC(N(C)c2nc(-c3ccccc3)nc3ccccc23)CC1
→ 90, 4, 1[fluorescence artefact?], 9[fluorescence artefact?], 66, 1.2, 100, 27*, -3
24. O=C(c1cc(-c2cccnc2)nc2ccc(Cl)cc12)N1CCC2(CC1)OCCO2
→ 102, 6, -1, 0, 83, 1.1, 96, 62, -16
25. CCCCN1CCC(O)(c2ccccc2)C(C(=O)c2ccccc2)C1 (stereo not drawn)
→ 76, ., -4, 0, 78, 1.1, 101, 78, 7
26. CC(=O)Nc1cc(C(=O)N2CCC3(CC2)OCCO3)ccc1S(=O)(=O)c1ccc(Cl)cc1
→ 98, -3, -5, 2, 102, 1, 106, 94, 7

# Further entries follow:
item	SMILES	Lung fibro prol	CD11b adhes enh	ERb SRC1 inh	ERa coact inh	HUVEC inhibit	MT1-MMP txn act	ERa SRC1 pot	H69AR growth 86K	Smad3 inh
31	O=C(C1CCC(=O)N1C1CCCC1)N1CCC2(CC1)OCCO2 (stereo not drawn)	106	-1	1	0	91	1.1	104	101	-7
32	O=C(NC1CC1)C1CSC(c2cccnc2)=N1 (stereo not drawn)	96	-1	-4	-6	97	1.3	99	97	-14
33	CCC1(c2ccccc2)C(=O)N(C)C(=O)N(C)C1=O	100	-4	-4	-11	107	1	129	100	1
34	CN1CCN(C(=O)Cc2nc3ccccc3[nH]2)CC1	103	-2	-8	-30	95	1	101	101	11
35	O=C(Cc1ccccc1)Oc1ccccc1N1C(=O)CCC1=O	95	-3	1	2	88	1.1	99	87	-5
36	COc1ccc(-n2c(=O)[nH]c3ccccc3c2=O)cc1	106	3	-17	-13	101	1.2	114	89	0
37	O=C(COc1ccccc1)N1CCN(C2CC3CCC2C3)CC1 (stereo not drawn)	99	.	-20[fluorescence artefact?]	-37	95	1.1	103	96	3
38	Cc1ccc(-n2c(O)c(C=Nc3ccccc3N)c(=O)[nH]c2=O)cc1C	110	-3	1[fluorescence artefact?]	-6	99	1.1	105	13*	3
39	CCCCC1(CN2CCCC2=O)C(=O)NC(=O)NC1=O	108	.	-3	-2	105	1.1	117	81	11[fluorescence artefact?]
40	Cc1ccc2c(c1)C1CN(C)CCC1N2C(=O)Cn1cnc2c1c(=O)n(C)c(=O)n2C (stereo not drawn)	.	0	12	-6	97	1.2	108	91	1
41	CN(C)c1ccc(CN2CC=C(c3ccc(F)cc3)CC2)cc1	95	3	-10	-1	108	1.1	102	62	-8
42	Cc1nn(C2CCOC(C)(C)C2)c2c1C(c1ccc3c(c1)OCO3)SCC(=O)N2 (stereo not drawn)	97	-4	-7[fluorescence artefact?]	-37	99	1.1	112	100	9
43	c1ccc(C2CC3CC4(CCCC4)N2O3)cc1 (stereo not drawn)	97	1	3	4	95	1.3	106[fluorescence artefact?]	97	0
44	COc1ccccc1-n1c(O)c(C=NCc2ccc3c(c2)OCO3)c(=O)[nH]c1=O	55	0	-10	-2	99	1.1	111	128	10
45	CC(C)CCn1c(=O)c(C(=O)Nc2ccccc2S(N)(=O)=O)c(O)c2ccccc21	50	-2	12[fluorescence artefact?]	12[fluorescence artefact?]	59	1.2	131	7.4*	7
46	Cc1ccc(C)c(C2(O)CC(C)N(C)CC2C)c1 (stereo not drawn)	98	1	1[fluorescence artefact?]	-3[fluorescence artefact?]	99	1	168	85	-2
47	CSCCC(N=Cc1c(O)n(-c2ccc(Cl)cc2)c(=O)[nH]c1=O)C(=O)OC(C)(C)C (stereo not drawn)	95	-4	3	3	96	1.2	107	96	12
48	CC1(C)CC2(CCO1)NCCN1C(=O)CSC12 (stereo not drawn)	109	-2	-2	1	97	1.1	112	100	-1
49	COc1ccccc1CN1CCCCC1c1cccnc1 (stereo not drawn)	93	2	3	-4	87	1	121	100	0
50	CCc1ccc(OCCCN=C(C)c2c(O)n(C)c(=O)n(C)c2=O)cc1	99	3	-4	0	93	0.9	108	93	4
51	CCOc1cccc(C2NCc3ccccc3-n3cccc32)c1O (stereo not drawn)	88	-4	-6	-3	89	1.2	111[fluorescence artefact?]	69	2
52	Cc1nc2cc(C(F)(F)F)ccc2n1C1CCN(Cc2nnnn2Cc2cccs2)CC1	94	-5	13[fluorescence artefact?]	2	89	1	113	77	7
53	CN1CCN(CC(=O)Nc2ccc(Cl)cc2C(=O)c2ccccc2)CC1	100	-5	-15	-12	99	1.1	96	74	7
54	O=C(c1ccco1)c1cn(Cc2ccccc2)c2ccccc12	98	-6	-5	-3	87	1.1	77	50	9
55	O=c1[nH]c(=O)n(Cc2ccccc2)c(O)c1C=NCCCO	100	0	-5	-7[fluorescence artefact?]	100	0.9	113	94	4
56	Cc1sc2ncn(CC(=O)N3CCC4(CC3)OCCO4)c(=O)c2c1C	99	11	1	-5	101	1.1	118	81	7
57	N#Cc1cc2c(nc1SCC(=O)Nc1ccc(Cl)cc1)C1CCN2CC1	.	0	0	0	71	1.4	111	67	0
58	Nc1ncc(P(=S)(N2CCOCC2)N2CCOCC2)s1	95	2	21	7	104	1.2	102	101	9
59	COc1cccc(OCC(=O)N2CCN(C)CC2)c1	.	-6	8	4	96	1.2	118	69	3
60	O=C1NCCN2CCCC12 (stereo not drawn)	98	0	-14	-4	114	1.1	130	101	9
61	Cc1nnc2n1-c1ccc(Cl)cc1C(c1ccccc1)=NC2	91	.	8	-11	74	1.4	113	106	8
62	O=C(NCC(c1cccnc1)N1CCN(c2ccccc2F)CC1)Oc1ccccc1 (stereo not drawn)	100	3	-1	-2	107	.	102	95	4
63	COc1ccc2c(c1)c(C(=O)O)c(C)n2CC(C)C	109	-1	3[fluorescence artefact?]	4[fluorescence artefact?]	95	1.1	95	85	-4
64	C=CCOC(=O)C1=C(C)OC(N)=C(C(=O)OCC)C12C(=O)N(CC(N)=O)c1ccccc12 (stereo not drawn)	103	1	4[fluorescence artefact?]	0[fluorescence artefact?]	104	1.1	81	92	-2
65	O=C(COc1ccc(Br)cc1)N1CCN(C2CCCC2)CC1	100	2	6	3	90	1.2	101	100	-8
66	O=C(c1ccccc1F)c1cn(CC(=O)N2CCCCC2)c2ccccc12	90	-4	-11	-7	90	1.1	97	64	-7
67	CCCCn1c(O)c(C(CC)=NCc2cc(OC)cc(OC)c2)c(=O)[nH]c1=O	101	5	-12[fluorescence artefact?]	-9	98	1.2	96	74	-2

# Only part of the results is shown; count on the stated rates, not on these rows.
